All columns: NCI-60 one-dose screen, growth in % after 48 h at 10 µM unless noted; 100 = growth as untreated, 0 = no growth, -100 = all killed.
K-562: K-562 leukemia; actives 7.4% (n = 78,000); AID 1794777
MOLT-4: MOLT-4 leukemia cells; actives 6.9% (n = 80,000); AID 1794779
SR: SR leukemia cells; actives 8.7% (n = 73,000)
MDA-MB-231: MDA-MB-231 breast cancer | actives 5% (n = 81,000) | AID 1794789
CCRF-CEM: CCRF-CEM leukemia; actives 7% (n = 77,000); AID 1794778
MDA-MB-468: MDA-MB-468 breast cancer; actives 8.5% (n = 78,000); AID 2202374
MCF7: MCF7 breast cancer | actives 6.3% (n = 82,000) | AID 1794796
RPMI-8226: RPMI-8226 leukemia cells; actives 7.5% (n = 77,000)
Starred values were filed as active, the others as inactive; · = no result given; & = joins results of further samples. How the source made its calls: active means growth percent below 10; inactive means the rest.

SMILES	K-562	MOLT-4	SR	MDA-MB-231	CCRF-CEM	MDA-MB-468	MCF7	RPMI-8226
Cc1nn(-c2ccc(F)cc2)c2ncnc(Cl)c12	85	86	86	89	99	91	88	98
O=C([C@@H]1C[C@@H]1c1ccc(C(F)(F)F)cc1)N1CCN(C2CCOCC2)CC1	105	105	105	103	100	91	98	102
CN(C)c1ccc(/C=N\NC(=O)N/N=C/c2ccc(N(C)C)cc2)cc1	103	100	97	98	100	109	94	95
N#Cc1ccc(-c2nn(-c3ccc(C(=O)O)cc3)cc2CNc2ccc(Cl)cc2)cc1	69	69	83	91	77	116	71	66
CC(C)c1ccc(Cn2nc(Nc3ccccc3)nc2N)cc1	43	69	87	97	74	92	84	73
COc1ccc(-c2nnc(COc3ccc(NC(=O)c4cccc(C(F)(F)F)c4)cc3F)o2)cc1	113	86	34	86	100	76	83	82
O=C(Nc1ccc(Br)cc1)c1ccc(Cl)c(Cl)c1	13	23	·	56	1.5*	·	20	-6.3*
COc1ccc2cc(Cn3cc[n+](Cc4ccc5ccccc5c4)c3)ccc2c1	18	17	9.3*	30	20	-23*	41	1.5*
N#CC1C(=O)CC(c2ccccc2)N2c3ccccc3SC12 (configuration not stated)	104	100	94	93	93	97	86	91
CCOC(=O)c1ccc2c(c1N1CCN(Cc3ccccc3)CC1)N(O)ON2	85	86	95	99	99	·	100	104
Cc1nn(-c2ccccc2)c(Oc2ccccn2)c1-c1nc2ccccc2s1	91	-49*	34	124	102	80	84	98
CC1=NN(c2cn3c(-c4ccc(Cl)cc4)csc3n2)C(=O)C1	71	66	73	96	84	98	94	76

Copied from the list.
`CN(C)c1ccc(/C=N\NC(=O)N/N=C/c2ccc(N(C)C)cc2)cc1` in MDA-MB-468 is entered as 109
`Cc1nn(-c2ccc(F)cc2)c2ncnc(Cl)c12` in MDA-MB-468 is entered as 91

(more compounds)
SMILES	K-562	MOLT-4	SR	MDA-MB-231	CCRF-CEM	MDA-MB-468	MCF7	RPMI-8226
N#CCSc1nc2ccccc2c(=O)n1CCc1ccc(S(N)(=O)=O)cc1	·	88	97	97	105	108	95	96
COc1ccc(S(=O)(=O)NNC(=O)CSc2nc3ccccc3c(=O)n2CCc2ccccn2)cc1OC	102	93	98	97	95	112	87	99
c1cnc2nc(CSc3nnc4ccc(-c5ccncc5)nn34)oc2c1	92	101	96	105	95	115	105	·
CC(C)c1ccc(Cn2c(-c3cscn3)nc3c(Cl)cccc32)cc1	64	67	76	96	84	88	82	82
Oc1ccc2oc3ccccc3c2c1	93	82	87	99	83	98	89	98
Cn1cc(-c2cc(N)n3nc(-c4c[nH]c5ccccc45)cc3n2)c2cc(Br)ccc21	7.7*	7.7*	14	-89*	-23*	-81*	-74*	-9.1*
O=C1Nc2ccc(F)cc2/C1=C\C(=O)c1ccc(NS(=O)(=O)c2ccccc2)cc1	49	41	9.4*	90	8.7*	90	22	68
CCCCCCCCCCCCCCCCCCNC(=S)/N=C/c1c(O)c2ccccc2[nH]c1=O	75	64	21	71	69	99	73	114
COC12C=C/C(=C(/C(=O)OCCSc3ccnn3C)C(=O)CCCCCCCCC3(OC)C=C/C(=C(/C(=O)OCCSc4ccnn4C)C(=O)CCCCCCCC1)O3)O2	1.2*	-1.0*	-7.8*	-11*	11	-6.2*	15	-8.9*
COc1cnccc1-c1nc2ccc3[nH]ncc3c2c2c1CCC2	96	80	59	67	97	92	93	81
Cn1ccnc1C(=O)/C=C/C=C/c1ccc(C(=O)Nc2ccc(F)cc2)cc1	13	12	11	12	10	35	13	-5.5*
Cc1ccc(-c2nc3ccc(Cl)cn3c2NC2CCCCC2)o1	74	43	54	85	80	78	72	51

Next section, overlapping the part above by 3 compounds.
SMILES	K-562	MOLT-4	SR	MDA-MB-231	CCRF-CEM	MDA-MB-468	MCF7	RPMI-8226
COc1cnccc1-c1nc2ccc3[nH]ncc3c2c2c1CCC2	96	80	59	67	97	92	93	81
Cn1ccnc1C(=O)/C=C/C=C/c1ccc(C(=O)Nc2ccc(F)cc2)cc1	13	12	11	12	10	35	13	-5.5*
Cc1ccc(-c2nc3ccc(Cl)cn3c2NC2CCCCC2)o1	74	43	54	85	80	78	72	51
C/C(=N\N=C\c1ccc(Cl)cc1)c1nnn(-c2ccc([N+](=O)[O-])cc2)c1C	97	103	91	102	102	116	87	99
O=c1ssc(=Nc2ccccc2)n1-c1ccccc1	97	100	89	90	94	87	91	98
O=[N+]([O-])c1ccc(Oc2cccc3c(Oc4ccc([N+](=O)[O-])cc4[N+](=O)[O-])cccc23)c([N+](=O)[O-])c1	95	102	77	64	96	·	77	96
COc1cc(C2=NN(C(C)=O)C(c3sc(N4CCOCC4)nc3Cl)C2)cc(OC)c1OC (configuration not stated)	91	86	80	97	99	95	106	100
CC(C)(C)OC(=O)N1C(=O)c2c(c3c4cc(Br)ccc4[nH]c3c3ccc4ccccc4c23)C1=O	101	99	92	87	99	106	93	104
CCOC(=O)c1ncn2c1CN(C)C(=O)c1cc(F)ccc1-2	106	107	100	105	103	95	107	106
COc1cc(-c2c(-c3ccccc3)c[nH]c2C(N)=O)cc(OC)c1OC	96	96	96	95	99	102	109	102
Cc1ccc(NCN2C(=O)c3ccccc3C2=O)cc1Cl	91	89	56	101	109	110	104	109
O=C(CCN1CCCC1)c1ccc(Br)cc1	104	105	102	116	96	108	98	88
O=C(c1ccccc1)c1nn(-c2ccccc2)/c(=N/N=Cc2cn(-c3ccccc3)nc2-c2cc3ccccc3oc2=O)s1	68	81	77	80	78	105	79	82
O=C(N/N=C/c1ccccc1)N/N=C/c1ccccc1	95	113&92	106&94	106&106	102&99	96&108	102&99	100&104
C/C=C\C(=O)OC	94	99	95	105	·	115	104	115

Single records (already shown):
O=C(CCN1CCCC1)c1ccc(Br)cc1 is listed as K-562 = 104; MOLT-4 = 105; SR = 102; MDA-MB-231 = 116; CCRF-CEM = 96; MDA-MB-468 = 108; MCF7 = 98; RPMI-8226 = 88
C/C(=N\N=C\c1ccc(Cl)cc1)c1nnn(-c2ccc([N+](=O)[O-])cc2)c1C is listed as K-562 = 97; MOLT-4 = 103; SR = 91; MDA-MB-231 = 102; CCRF-CEM = 102; MDA-MB-468 = 116; MCF7 = 87; RPMI-8226 = 99

Next compounds follow.
SMILES	K-562	MOLT-4	SR	MDA-MB-231	CCRF-CEM	MDA-MB-468	MCF7	RPMI-8226
CCCn1c(=O)[nH]c(N)c([C@H]2c3ccccc3Oc3[nH]c(=O)n(CCC)c(=O)c32)c1=O	53	40	4.4*	82	14	69	26	82
CCOC(=O)CNC	97	103	93	98	92	101	94	100
O=C(c1cccc(N2CCOCC2)n1)c1c[nH]c2ccccc12	103	100	96	80	97	90	66	97
CCC/C(=C(\C)c1ccccc1)c1ccccc1	115	108	108	92	104	102	103	102
CCOP(=O)(OCC)OC[C@]12CCC(C)(C)CC1C1=CC[C@@H]3[C@@]4(C)CCCNC(C)(C)[C@@H]4CC[C@@]3(C)[C@]1(C)CC2 (some centres not stated)	2.5*	2.3*	-24*	81	28	53	35	-1.8*
COc1ccc2oc3cc(NCCN(C)C)ccc3c(=O)c2c1	43&67	51&80	39	74&84	70	89&103	68&84	73&103
Ic1ccc(Cc2ccc(I)cc2)cc1	105	103	95	92	93	98	89	104
N#Cc1cnc2ccc(-c3cnc4n[nH]nc4c3)cc2c1N1CCc2cc(F)c(Cl)cc21	28	-1.3*	3.8*	21	11	-14*	8.3*	16
COc1ccc(NC(=O)Cn2c(/C=C/c3ccc4c(c3)OCO4)nc3ccccc3c2=O)cc1	·	·	·	43	98	81	62	101
COc1ccc(-n2cc(-c3ccccc3)c3c(SCC(=O)N/N=C/c4ccc([N+](=O)[O-])cc4)ncnc32)cc1	110	108	108	102	104	98	92	108
CC1(C)CC(=O)C2=C(C1)N(c1ccc(OC(F)(F)F)cc1)C(N)=C(C#N)C2c1ccccc1Br (configuration not stated)	31	29	14	72	49	77	62	45
CSCC[C@@H]1NC(=O)Nc2nc3ccccn3c2C1=O	88	89	89	113	97	111	92	102
Cc1cc2oc(/C=C/c3ccc(Cl)cc3)cc(=O)c2c(C)c1Cl	93	96	83	101	98	121	104	99
CN1CCN(c2ccc(C(=O)/C=C/c3ccc(OC(F)F)cc3)cc2)CC1	6.2*	0.5*	6.8*	42	22	-61*	-72*	5.5*
Cc1ccc(C2=NN(C=O)C(c3cn(Cc4ccc(Cl)cc4)c4ccccc34)C2)cc1 (configuration not stated)	84	91	95	90	89	100	96	88
O=C(CCC(=O)c1nc2ncccc2[nH]1)NN1C(=O)CSC1c1ccccc1Cl (configuration not stated)	104	120	106	95	95	103	93	89
O=C(Nc1ccc(Cl)cc1)Nc1ccccc1CNc1nc(Nc2ccc(OCCN3CCCC3)cc2)ncc1Cl	-4.0*	-13*	1.3*	-51*	4.3*	-57*	-11*	-24*
Nc1[nH]nc2[nH]c(=O)n3c4ccccc4nc3c12	102	107	102	107	103	94	88	106
COc1cc(-c2nc3cc4nc5ccccc5[nH]c4cc3n2)ccc1OCc1ccccc1	81	95	89	81	102	108	62	99
COc1ccc(Oc2ccc(/C=C/C(=O)c3cc(OC)c(OC)c(OC)c3)cc2)cc1	82	94	70	85	95	·	84	74
Oc1ccccc1/C=N/c1ncn[nH]1	89	98	87	117	·	115	93	·
Cc1c(Cl)cccc1N=Cc1ccc2c(c1)OCO2	110	105	102	105	94	109	101	105
CCCCC(CC)C(O)CC(C)=O (configuration not stated)	108	94	100	112	95	111	100	101
Nc1c(C(=O)Nc2cncc3ccccc23)sc2nc3c(cc12)C(=O)CCC3	69	110	76	84	97	59	68	103
CCOC(=O)CCCCCCCBr	111	107	102	111	97	96	101	108
OCCCCCCNc1ncnc2cc(Cl)ccc12	85	84	65	100	78	74	98	84
NC(=O)c1cnc(N/N=C/c2ccc(Cl)cc2)nc1N	93	80	77	94	93	96	75	89
CC(NCCc1ccc(O)cc1)C(O)c1ccc(O)cc1 (configuration not stated)	97	99	100	74	109	110	122	114
O=[N+]([O-])c1ccc(/C=N/NCc2nc(Nc3ccc(Cl)cc3)c3ccccc3n2)cc1	90	96	91	94	97	104	74	93
CC1=NC(=S)NC(c2ccccc2)/C1=C1/CC(c2ccccc2O)NN1 (configuration not stated)	99	100	98	95	99	107	102	98
O=c1ccc(-c2ccc(Oc3ccc(-c4ccc(=O)[nH]n4)cc3)cc2)n[nH]1	109	105	101	98	104	105	81	93
COC(=O)/C=C1/SC(N2N=C(c3cccs3)CC2c2ccc(OC)cc2)=NC1=O (configuration not stated)	49	·	19	90	·	83	32	30
CO/N=C(/C(=O)NC1C(=O)N2C(C(=O)O)=C(C[N+]3(C)CCCC3)CSC12)c1csc(N)n1 (configuration not stated)	96	94	75	101	95	107	99	107
O=[N+]([O-])c1ccccc1CN1CCCCC1	136	115	·	105	85	89	108	109
Cc1cc(Nc2nc(O)c(/C=c3\ccc4c(c3)C=CN=4)s2)no1	102	91	105	89	94	101	92	96
Cc1c(C(=O)C(SC(=S)N2CCN(c3ccccc3)CC2)SC(=S)N2CCN(c3ccccc3)CC2)nnn1-c1ccc(Cl)cc1	99	99	107	99	102	100	101	102

Overlap with the part before: 2 entries, then new ones.
SMILES	K-562	MOLT-4	SR	MDA-MB-231	CCRF-CEM	MDA-MB-468	MCF7	RPMI-8226
Cc1cc(Nc2nc(O)c(/C=c3\ccc4c(c3)C=CN=4)s2)no1	102	91	105	89	94	101	92	96
Cc1c(C(=O)C(SC(=S)N2CCN(c3ccccc3)CC2)SC(=S)N2CCN(c3ccccc3)CC2)nnn1-c1ccc(Cl)cc1	99	99	107	99	102	100	101	102
O=C(/C(Br)=C/c1ccccc1)c1ccccc1	-1.7*	-25*	-25*	43	·	-32*	0.4*	·
CC(=O)[C@@H]1CC[C@]2(COCCC#N)CC[C@@]3(C)[C@]4(C)CC[C@H]5C(C)(C)[C@@H](OCCC#N)CC[C@]5(C)[C@H]4CC[C@]3(C)[C@@H]12	84	86	90	101	93	90	96	91
NC(=O)c1c(NC(=O)COC(=O)C2COc3ccccc3O2)sc2c1CCCC2 (configuration not stated)	71	88	70	99	91	·	106	91
CCCN1C2CCC1/C(=C\c1ccc(F)cc1)C1=C2[C@@H](c2ccc(F)cc2)C(C#N)=C(N)O1 (some centres not stated)	·	82	·	95	81	102	80	90
CC(C)(C)OC(=O)Nc1ccc(C=O)c2cccnc12	105	107	112	110	115	126	88	109
O=C1C=C(C(O)c2ccccc2O)C(=O)c2ccccc21 (configuration not stated)	78	84	83	83	·	110	87	·
C=C(C)[C@@H]1CC[C@]2(C(=O)N[C@H](CO)Cc3ccccc3)CC[C@]3(C)[C@H](CC[C@@H]4[C@@]5(C)CCC(=O)C(C)(C)[C@@H]5CC[C@]43C)[C@@H]12	59	70	·	62	76	81	73	69
Cn1c(=O)cc(OCC(=O)N/N=C/c2ccc(Cl)cc2)c2ccccc21	95	100	·	103	102	105	108	99
C/C(=C/C=C(/C)C(=O)O)C(=O)O	102	99	111	103	98	102	·	107
NCCCC[C@H](NC(=O)[C@@H]1CCCN1C(=O)Cc1ccc(Br)c2ccccc12)C(=O)N[C@@H](CCCN=C(N)N)C(N)=O	112	101	109	105	109	99	96	117
C=CCN(CC=C)c1nn[nH]n1	107	111	111	108	102	108	98	104
O=C(Cn1cc(COn2nnc3ccccc32)nn1)Nc1cccc(Cl)c1	104	105	102	103	111	98	96	109
CCC(=O)OC1=CN2C(=NC(c3ccc(N)cc3)=CC2c2ccc(Cl)cc2)S1 (configuration not stated)	88	73	·	112	94	86	20	57
